Screening data from PubChem.
Mcl1-Noxa inh: disrupts binding of human Mcl-1 to Noxa peptide. Q07820. TR-FRET Mcl-1/Noxa peptide binding, 2 h. inhibition, % at 21.7 µM. 220,000 tested, 1.5% active. AID 1022;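 active = compounds that cut the protein-peptide binding signal by more than 50% relative to plate controls in a single-dose test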;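 note: His-tagged Mcl-1 with rhodamine Noxa BH3 peptide and terbium anti-His antibody; 0% = Mcl-1 plus Noxa peptide wells and 100% = peptide-only wells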
Target sequence (Q07820 whole entry, looked up): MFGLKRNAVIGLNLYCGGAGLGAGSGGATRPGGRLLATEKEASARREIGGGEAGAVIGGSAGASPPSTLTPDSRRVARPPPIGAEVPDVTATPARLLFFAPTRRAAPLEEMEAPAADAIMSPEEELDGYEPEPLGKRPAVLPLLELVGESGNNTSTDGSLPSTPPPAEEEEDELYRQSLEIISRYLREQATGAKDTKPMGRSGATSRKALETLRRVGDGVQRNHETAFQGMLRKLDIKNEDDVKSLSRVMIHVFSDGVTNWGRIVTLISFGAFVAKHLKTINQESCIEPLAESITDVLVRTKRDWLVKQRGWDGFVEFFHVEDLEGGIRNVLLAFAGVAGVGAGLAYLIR
RGS8-Gao: human RGS8-Galphao interaction regulation | multiplexed bead flow cytometry, RGS8-Galphao binding; actives lie on both sides | response (percent of control binding), % at 10 µM | 220,000 tested, 0.34% active | AID 1423; in the data active = response below about 60% or above about 140%; inactive = in between;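 note: Galphao activated as the GDP aluminium fluoride complex binding bead-coupled RGS8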
Mcl1-Bid inh: Mcl-1/Bid interaction inhibition; Q07820; TR-FRET Mcl-1/Bid-Dy647 peptide binding, 1536-well; inhibition, % at 21.7 µM; 220,000 tested, 0.97% active; AID 1021;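 active = compounds that cut the binding signal by more than half at the single screening dose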;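 note: His-tagged Mcl-1 with europium anti-His antibody binding Bid BH3 peptide; 0% = Mcl-1 plus peptide wells and 100% = peptide-only wells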
Mcl-1 Bim block: disrupts Bim peptide binding to human Mcl-1; Q07820; Bead-based flow cytometry, Bim peptide-Mcl-1 binding; inhibition, % at 10 µM; 190,000 tested, 0.1% active; AID 1009;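 note: 0% = no compound tracer wells and 100% = peptide blocker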
Bcl-XL Bim block: disrupts Bim peptide binding to human Bcl-XL | bead flow cytometry, fluorescence | 190,000 tested, 0.04% active | Q07817 | AID 1007 | inhibition, % at 10 µM
Bcl-W Bim block: human Bim-Bcl-W interaction inhibition. Q92843. bead-based flow cytometry, Bim peptide-Bcl-W binding. inhibition, % at 10 µM. 190,000 tested, 0.02% active;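 note: 0% = bound tracer without compound and 100% = peptide blocker; higher means less fluorescent Bim peptide bound to Bcl-W beads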
Target sequence (Q92843 whole entry, looked up): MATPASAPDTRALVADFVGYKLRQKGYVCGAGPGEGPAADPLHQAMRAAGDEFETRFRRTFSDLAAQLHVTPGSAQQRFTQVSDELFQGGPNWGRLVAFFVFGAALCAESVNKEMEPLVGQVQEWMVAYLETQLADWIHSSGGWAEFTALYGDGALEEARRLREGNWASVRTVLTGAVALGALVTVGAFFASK
RGS4-Gao reg: human RGS4-Galphao interaction regulation; P09471; Multiplexed bead flow cytometry, RGS4-Galphao binding; actives lie on both sides; binding response (% of control), % at 10 µM; 220,000 tested, 0.33% active; in the data active = binding response below about 49% or above about 150%; inactive = in between;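 note: fluorescent Galphao activated with aluminum fluoride binding bead-coupled RGS4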
RGS7-Gao reg: regulators of human RGS7-Galphao interaction; P09471; Multiplexed bead flow cytometry, RGS7-Galphao binding; actives lie on both sides; binding response (% of control), % at 10 µM; 220,000 tested, 0.35% active; AID 1439; in the data active = binding response below about 49% or above about 150%; inconclusive = no clear call, values can overlap the other calls; inactive = in between;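 note: fluorescent Galphao held in activated GDP-AlF4 state binding bead-coupled RGS7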
Bim-Bcl-2: disrupts Bim peptide binding to human Bcl-2. P10415. Bead-based flow cytometry, Bim peptide-Bcl-2 binding. inhibition, % at 10 µM. 190,000 tested, 0.06% active. AID 950; in the data active = inhibition above about 40%; inconclusive = no clear call, values can overlap the other calls;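 note: 0% = no compound wells with probe peptide and 100% = reference peptide inhibitor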
Target sequence (P10415 whole entry, looked up): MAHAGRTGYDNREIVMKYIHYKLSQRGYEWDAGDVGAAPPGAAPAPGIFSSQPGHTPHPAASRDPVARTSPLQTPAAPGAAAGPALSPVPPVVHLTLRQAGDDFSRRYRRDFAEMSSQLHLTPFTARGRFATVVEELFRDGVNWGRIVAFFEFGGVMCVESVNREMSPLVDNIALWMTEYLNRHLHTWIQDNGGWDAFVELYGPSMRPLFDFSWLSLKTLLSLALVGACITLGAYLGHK
Bcl-B Bim block: inhibitors of Bim-Bcl-B interaction, human. Q9HD36. bead-based flow cytometry, Bim peptide-Bcl-B binding. inhibition, % at 10 µM. 190,000 tested, 0.073% active. AID 951;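 note: 0% = tracer peptide without compound and 100% = reference inhibitor peptide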
Target sequence (Q9HD36 whole entry, looked up): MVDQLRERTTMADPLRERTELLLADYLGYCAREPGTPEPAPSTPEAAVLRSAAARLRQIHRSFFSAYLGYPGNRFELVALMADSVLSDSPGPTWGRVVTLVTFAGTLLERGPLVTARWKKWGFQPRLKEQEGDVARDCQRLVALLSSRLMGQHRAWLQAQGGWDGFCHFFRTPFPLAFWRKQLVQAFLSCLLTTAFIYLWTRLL
Bim-Bfl-1: human Bim-Bfl-1 interaction inhibition; Bead-based flow cytometry, Bim-Bfl-1 binding inhibition; inhibition, % at 10 µM; 190,000 tested, 0.12% active;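 note: 0% = wells without compound plus tracer and 100% = blocker peptide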
* marks the source's active call; other numbers are inactive results; i = inactive; ? = inconclusive; / = no result given. Cut-off read from the data, not from the text of the source, unless noted: active = inhibition above about 40%. Some of the compounds tested, so the mix of outcomes need not match the whole.

SMILES	Mcl1-Noxa inh	RGS8-Gao	Mcl1-Bid inh	Mcl-1 Bim block	Bcl-XL Bim block	Bcl-W Bim block	RGS4-Gao reg	RGS7-Gao reg	Bim-Bcl-2	Bcl-B Bim block	Bim-Bfl-1
O=C(Nc1c(F)cc(F)cc1F)c1cccn(Cc2ccccc2)c1=O	24	98	-4	1	-2	0	98	?	-1	-3	-10
CC(=O)c1cc(C#N)c(N2CCN(C)CC2)nc1C	14	100	-20	-1	-4	-2	102	?	-2	-3	-4
C[C@]12CC(=CO)C(=O)C[C@@H]1CC[C@@H]1[C@@H]2CC[C@@]2(C)[C@H]1CC[C@]2(C)O	2	103	-7	1	-2	0	99	98	0	-5	0
O=C1CN=C(c2ccc(F)cc2)c2oc3ccccc3c2N1	5	100	-14	0	-4	0	99	100	-2	0	-3
CCCCn1c(O)c(/C=N/NC(=O)c2ccncc2)c(=O)[nH]c1=S	-53	101	-123	/	/	/	99	?	/	/	/
COC(=O)CSC1=NP(=S)(SCC(=O)OC)N2CCCC2=C1C#N (stereo not given)	12	100	11	-1	0	-2	102	101	0	0	-1
CCCCn1c(O)c(C(C)=NC(Cc2c[nH]c3ccccc23)C(=O)OC)c(=O)[nH]c1=O (stereo not given)	5	98	-53	3	2	2	101	99	-5	-3	-8
Cc1ccccc1-n1c(-c2ccco2)nc2ccccc2c1=O	10	105	4	/	/	/	103	103	?	/	/
CC(C(N)=O)N1CC(c2ccc(Cl)cc2)CC1=O (stereo not given)	17	92	-10	-5	0	-4	85	95	-5	-3	-4
O=P(Nc1ccccc1Cl)(c1ccccc1)c1nc2c(s1)CCCC2 (stereo not given)	-13	101	-7	1	-2	-2	101	100	-5	1	-2
Cc1nn(Cc2ccccc2Cl)c(Cl)c1C(=O)OCC(=O)NC(=O)NC1CCCCC1	-8	101	3	3	-7	0	99	101	-1	-7	-1
Cc1[nH]c2ccccc2c1C(=O)C(=O)N1CCC2(CC1)OCCO2	-7	98	-34	0	-3	-4	99	?	-2	-4	-6
O=c1c2ccccc2nc(-c2ccc([N+](=O)[O-])cc2)n1-c1ccccc1	30	94	39	-6	-6	-3	89	81	-10	-6	-15
COC(=O)C1CN(C#N)N(c2ccc(Cl)cc2)C12c1ccccc1-c1ccccc12 (stereo not given)	2	102	9	-14	-9	-7	97	101	-14	-19	-3
COc1ccn(C)c(=O)c1C#N	7	101	-3	-5	-1	0	94	97	-8	-3	-6
COc1ccc(CC2C(=O)N(c3ccccc3)C(=O)N(c3ccccc3)C2=O)c(OC)c1	-10	98	-81	-1	0	3	96	94	0	1	2
CCN(CC)CCCC(C)N=C(c1ccccc1)c1c(O)n(C)c(=O)n(C)c1=O (stereo not given)	9	85	-11	-4	-6	-2	94	95	4	1	6
COC(=NC1CCCC1)C(O)c1c[nH]c2ccccc12 (stereo not given)	-2	/	-16	0	-4	-1	/	/	-13	-4	-1
O=C1C2CCCC1C(N1CCCC1)CC2 (stereo not given)	14	103	3	-5	-2	-4	102	104	-4	-8	-3
CC(C)N(Cc1ccco1)/N=C/c1c(O)n(Cc2ccccc2)c(=O)[nH]c1=O	-1	101	-16	/	/	/	98	?	/	/	/
CN(C)C(Cc1ccccc1)C(=O)c1ccccc1 (stereo not given)	-5	102	-37	-2	-5	-2	101	101	-14	-7	-2
Cc1ccc(/C=C2\C(=O)NC(=O)N(CCc3ccc(F)cc3)C2=O)s1	14	96	27	-1	0	2	104	98	5	4	8
Cc1cc(C)cc(NC(=S)NC2CC3CCCC(C2)N3Cc2cccs2)c1 (stereo not given)	7	101	-77	-2	-2	-1	102	101	1	0	0
C=CCN1C(=O)NC(=O)/C(=C/c2cccn2C)C1=O	-15	100	-14	-2	-2	2	100	101	-3	1	0
COc1ccc(C(=O)C2CCCN(Cc3ccccn3)C2)c(OC)c1 (stereo not given)	-9	103	-40	0	-3	-4	100	100	-2	-4	-6
SMILES	Mcl1-Noxa inh	RGS8-Gao	Mcl1-Bid inh	Mcl-1 Bim block	Bcl-XL Bim block	Bcl-W Bim block	RGS4-Gao reg	RGS7-Gao reg	Bim-Bcl-2	Bcl-B Bim block	Bim-Bfl-1
Cn1c(O)c(/C=C/C=Nc2ccccc2)c(=O)n(C)c1=S	70*	101	56*	-4	0	0	128	115	0	-20	5
O=P(C(c1c[nH]c2ccccc12)N1CCOCC1)(N1CCOCC1)N1CCOCC1 (stereo not given)	7	93	8	-3	0	-1	94	91	-1	0	0
O=C1Nc2ccccc2Sc2ccccc21	1	100	-34	0	0	0	103	?	-4	-1	-4
Cc1ccccc1N1C(=O)NC(=O)/C(=C/c2ccc(N3CCOCC3)o2)C1=O	-1	102	-34	/	/	/	107	?	/	/	/
O=C1NC(=O)C(=Cc2ccccc2OCCOc2ccc([N+](=O)[O-])cc2)C(=O)N1	12	100	-6	2	0	1	103	104	5	4	11
CCn1ccnc1CN1CCCC(C(=O)c2ccc(SC)cc2)C1 (stereo not given)	24	101	-25	-3	-2	-2	98	97	-5	-6	-8
CC(=O)c1ccc(OC(=O)N(C)c2ccccc2)cc1	12	100	-25	-2	-1	0	98	?	-5	-1	-5
CCN1/C(=C\C=C\C2=[N+](CC)c3ccccc3C2(C)C)C(C)(C)c2ccccc21	i	102	-9	0	1	0	101	102	-6	-11	-8
O=c1[nH]c(=S)[nH]c(O)c1/C=N/N1CCOCC1	12	101	-41	/	/	/	101	?	/	/	/
Cc1ccc(N2C(=O)NC(=O)/C(=C\c3cc(C)n(-c4sc5c(c4C#N)CCCC5)c3C)C2=O)cc1	14	94	-20	-3	-8	-1	97	96	-1	-11	1
O=[N+]([O-])c1ccc(N2CCNCC2)cc1NCc1ccco1	27	112	-26	-1	-2	-3	94	109	0	-2	0
CSCCC(N=Cc1c(O)n(-c2ccc(Br)cc2)c(=O)[nH]c1=O)C(=O)OC(C)(C)C (stereo not given)	14	101	-32	-3	-1	-4	100	104	-1	0	-3
COc1ccc(CC2(CCc3ccncc3)C(=O)NC(=O)NC2=O)cc1OC	4	105	0	-1	-4	-1	102	101	-2	-5	-8
C[C@@H]1C(=O)O[C@@H]2[C@H](O)C34[C@@H]5OC(=O)C3(O[C@H]3OC(=O)[C@H](O)C34[C@H](C(C)(C)C)[C@H]5O)[C@@]12O (stereo not given in full)	-14	111	2	0	-1	1	110	116	0	-1	0
CC[N+](C)(CC)CCCCOc1ccc2c(c1)C(=O)c1cc(OCCCC[N+](C)(CC)CC)ccc1-2	5	96	-18	/	/	/	102	?	/	/	/
Cn1c(O)c(C(=NCCc2c[nH]c3ccccc23)c2ccccc2)c(=O)n(C)c1=O	11	101	-12	7	0	2	102	106	1	0	-3
CCn1c(O)c(C(=O)CC2NCCc3ccccc32)c(=O)n(CC)c1=S (stereo not given)	15	96	7	-2	-6	-3	97	94	-1	-4	-3
C=CCN1C(=O)C2(C(C(=O)OCC)=C(N)Oc3ccccc32)c2c1c1ccccc1oc2=O (stereo not given)	9	100	-6	0	-13	0	98	93	-6	-7	-6
COC(=O)CC1=C(C(=O)OC)C2(C(=O)N(C)c3ccccc32)C(C#N)=C(N)O1 (stereo not given)	-3	100	-24	-3	-1	1	100	103	-6	-7	-11
Fc1ccc(CCNCc2cccc(Cl)c2)cc1	15	101	-7	0	0	-1	102	106	0	2	-2
CCC(=NCc1cccnc1)c1c(O)n(-c2ccc(C)cc2)c(=O)[nH]c1=O	7	102	-19	/	/	/	101	?	/	/	/
CCOCCc1c(O)[nH]c(=S)[nH]c1=O	30	101	-8	-1	-2	-1	99	101	-2	-13	-3
O=C(O)c1[nH]c(=O)[nH]c(=O)c1F	15	103	7	/	/	/	100	?	/	/	/
COc1ccc(N2C(=O)/C(=C/c3cc(C)n(-c4ccc(C)cn4)c3C)C(=O)NC2=S)c(OC)c1	15	91	-26	16	19	9	96	97	19	-6	20
O=C1CC(N2CCC(n3c(=O)[nH]c4ccccc43)CC2)C(=O)N1Cc1ccccc1 (stereo not given)	-7	105	0	-6	-18	-3	103	107	-4	-2	-3
SMILES	Mcl1-Noxa inh	RGS8-Gao	Mcl1-Bid inh	Mcl-1 Bim block	Bcl-XL Bim block	Bcl-W Bim block	RGS4-Gao reg	RGS7-Gao reg	Bim-Bcl-2	Bcl-B Bim block	Bim-Bfl-1
CCC(C)(C)n1nnnc1C(c1cccs1)N1CC=C(c2ccc(F)cc2)CC1 (stereo not given)	8	101	-11	0	0	0	100	105	-2	1	-1
CCOC(=O)CNC(=O)CNC(=O)C(Cc1ccc(N(CCCl)CCCl)cc1)NC(C)=O (stereo not given)	-1	105	-17	0	1	1	99	102	2	-1	-2
C=C(CC1CC(O)[C@]2(C)OC3CC4OC5C[C@]6(C)O[C@]7(C)CCC8OC9C[C@]%10(C)OC%11C(C)=CC(=O)OC%11CC%10OC9C[C@@H](C)C8OC7CC6O[C@]5(C)C/C=C\C4OC3CC2O1)C(=O)O (stereo not given in full)	3	102	5	-5	-1	-2	99	99	-9	-4	-6
CC(C)n1c(=O)c(C=Nc2ccc(F)cc2)c(O)n(Cc2ccco2)c1=O	0	106	-6	-3	-7	0	100	101	0	-4	1
COc1ccc(CCNCc2ccncc2)cc1	-3	100	36	-5	4	-2	103	103	-2	0	-1
CCn1c(P(C)(=O)O)nc2ccccc21	3	98	11	-7	-6	-4	99	97	-5	-11	-6
O=c1[nH]c(=O)n(CCC2=CCCCC2)c(O)c1C=NCCN1CCNCC1	19	100	-28	-6	-16	-5	98	100	-7	-14	-20
CCCC(=O)NC(Oc1ccc(OC)cc1)C(Cl)(Cl)Cl (stereo not given)	13	99	-28	6	-1	0	99	104	0	-2	-1
CC(C)(C)c1nc(NCc2ccc3c(c2)OCO3)c2nnn(Cc3ccccc3Cl)c2n1	-23	100	-9	-7	-11	-7	101	102	-9	-20	-11
Cc1cccc(-n2c(O)c(/C=N/Nc3nc4c(c(=O)n(C)c(=O)n4C)n3C)c(=O)[nH]c2=S)c1	-15	97	-198	-3	-5	-4	99	100	-6	-10	-11
O=C1NC(=O)C(=Cc2ccc(-c3ccccc3[N+](=O)[O-])o2)C(=O)N1	21	74	-71	/	/	/	95	?	/	/	/
CC12CN3CC(C)(CN(C1)C3c1cccnc1)C2=O (stereo not given)	17	102	10	1	-1	0	99	98	-7	-7	-11
c1ccc(-c2cc(-c3ccccc3)[n+](-c3ccccc3)c(-c3ccccc3)c2)cc1	24	99	-14	/	/	/	103	?	/	/	/
O=C1NC(=O)C(=Cc2ccc(N3CCOCC3)cc2)C(=O)N1	4	96	-41	1	3	2	97	99	0	7	-3

Compounds above containing a nitro group on carbon:
SMILES	Mcl1-Noxa inh	RGS8-Gao	Mcl1-Bid inh	Mcl-1 Bim block	Bcl-XL Bim block	Bcl-W Bim block	RGS4-Gao reg	RGS7-Gao reg	Bim-Bcl-2	Bcl-B Bim block	Bim-Bfl-1
O=c1c2ccccc2nc(-c2ccc([N+](=O)[O-])cc2)n1-c1ccccc1	30	94	39	-6	-6	-3	89	81	-10	-6	-15
O=C1NC(=O)C(=Cc2ccccc2OCCOc2ccc([N+](=O)[O-])cc2)C(=O)N1	12	100	-6	2	0	1	103	104	5	4	11
O=[N+]([O-])c1ccc(N2CCNCC2)cc1NCc1ccco1	27	112	-26	-1	-2	-3	94	109	0	-2	0
O=C1NC(=O)C(=Cc2ccc(-c3ccccc3[N+](=O)[O-])o2)C(=O)N1	21	74	-71	/	/	/	95	?	/	/	/
